Giardia killer = Giardia lamblia killing; activity change, % at 7.66 µM, hits read low; Giardia lamblia trophozoite viability; 340,000 tested, 0.15% active; in the data active means activity change below about -80%; inconclusive means between about -30% and that limit;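 further: parasites exposed to compound for two days anaerobically before the ATP read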
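Anaerobic 48 hrs incubation at 37 deg C of 100 trophozoites/well with test compounds; ATPLite 1-Step luminescence, 15-30 min RT, reports cellular ATP as viability.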
Coupling enz = counter-screen for Giardia aldolase inhibitors: coupling enzyme system. activity change, negative = inhibition, % at 58.2 µM, hits read low. 290,000 tested, 0.67% active. AID 2472. coupling enzyme system counterscreen, AmpLite Red fluorescence; in the data active means activity change below about -30%
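Counterscreen lacking aldolase: glyceraldehyde-3-phosphate coupling-enzyme reagent preincubated 10 min at RT with compound (at 57.5 uM final), then substrate/coupling system with AmpLite Red added; fluorescence read at 525/598 nm after 20 min RT.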
KCNH2 3.1 inh = inhibitors of human KCNH2 3.1 potassium channel isoform; U2OS KCNH2 3.1, thallium flux FluxOr; stronger effect = lower value; activity change, % (tested at about 1.8 µM); 340,000 tested, 0.95% active; AID 720553;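 active means maximum activity change below -70%; inconclusive means maximum activity change from -70% to -50%; inactive means maximum activity change above -50%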;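 further: thallium influx rate constant from kinetic fluorescence after stimulation buffer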
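Thallium flux via FluxOr fluorescence (Red40 quencher, 45 min loading) in U2OS cells virally expressing the KCNH2 3.1 isoform (1.77 x 10^8 /mL virus, overnight at 37 C). Rate constants from 2-min kinetic reads post-stimulation, normalised to positive and negative controls.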
B2AR arrestin = recruits beta-arrestin to the human beta2-adrenergic receptor. 330,000 tested, 0.02% active. AID 492947. beta-arrestin recruitment to beta2AR, cell-based reporter. P07550. Potency, µM (doses to about 46.1 µM), for inactives: top-dose activation, hits mostly activators;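 further: potency means the concentration at half of the fitted maximal effect; 0% = DMSO controls and full agonism = EC100 isoproterenol or metaproterenol; nearly all actives have a fitted effect of over 65% in size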
GALK inhibitor = inhibitors of human galactokinase; P51570; Purified GALK, Kinase-Glo residual ATP luminescence; Potency, µM (titrated, usually from 57.5 µM), inactives show at the top dose activity change, negative = inhibition, actives largely listed as inhibitors; 270,000 tested, 0.007% active; AID 1868; further: potency means the concentration at half of the fitted maximal effect
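GALK at 5 nM final was combined with compound, 35 uM ATP and 100 uM galactose in HEPES pH8.0 with MgCl2 and DTT. The reaction ran one hour at room temperature before luminescent ATP detection.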
PKM2 act = activators of human pyruvate kinase M2 | P14618 | Potency, µM (highest dose often 57.5 µM), without a hit: at the highest dose activation, actives largely listed as activators | 260,000 tested, 0.34% active | purified PKM2, Kinase-Glo ATP luminescence, activation; response scale: 0% is enzyme alone, no compound | AID 1631; further: potency means the concentration at half of the fitted maximal effect; nearly all actives have a fitted effect of over 55% in size
Target sequence (P14618 whole entry, looked up): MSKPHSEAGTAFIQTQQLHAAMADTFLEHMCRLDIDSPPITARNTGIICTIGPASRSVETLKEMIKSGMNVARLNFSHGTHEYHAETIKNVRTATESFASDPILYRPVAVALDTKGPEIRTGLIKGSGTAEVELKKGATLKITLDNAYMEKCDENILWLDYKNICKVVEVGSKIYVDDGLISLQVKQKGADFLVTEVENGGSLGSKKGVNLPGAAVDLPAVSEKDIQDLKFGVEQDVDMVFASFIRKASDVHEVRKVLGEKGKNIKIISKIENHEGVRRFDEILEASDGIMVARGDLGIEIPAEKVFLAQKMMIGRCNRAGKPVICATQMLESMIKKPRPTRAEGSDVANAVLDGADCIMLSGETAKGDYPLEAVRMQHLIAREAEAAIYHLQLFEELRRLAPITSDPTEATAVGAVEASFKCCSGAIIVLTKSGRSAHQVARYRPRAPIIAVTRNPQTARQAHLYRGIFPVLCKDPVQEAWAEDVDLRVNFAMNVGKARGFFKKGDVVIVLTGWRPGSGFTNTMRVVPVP
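hPK-M2, >95% pure; 0.1 mM ADP / 0.5 mM PEP final; imidazole pH7.2 buffer w/ 7 mM MgCl2, 50 mM KCl; 1 h RT; Kinase-Glo lum. Intermediate enzyme activity for dual inhibitor/activator qHTS.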
Eya2 inh = blocks the phosphatase activity of human Eya2 | Potency, µM (series often up to 76.9 µM), for the others: top-dose activity, negative = inhibition, actives largely listed as inhibitors | AID 488837 | recombinant Eya2, OMFP fluorescence dephosphorylation (OMFP is methylfluorescein phosphate) | 330,000 tested, 0.006% active | O00167; further: potency means the concentration at half of the fitted maximal effect
Target sequence (O00167 whole entry, looked up): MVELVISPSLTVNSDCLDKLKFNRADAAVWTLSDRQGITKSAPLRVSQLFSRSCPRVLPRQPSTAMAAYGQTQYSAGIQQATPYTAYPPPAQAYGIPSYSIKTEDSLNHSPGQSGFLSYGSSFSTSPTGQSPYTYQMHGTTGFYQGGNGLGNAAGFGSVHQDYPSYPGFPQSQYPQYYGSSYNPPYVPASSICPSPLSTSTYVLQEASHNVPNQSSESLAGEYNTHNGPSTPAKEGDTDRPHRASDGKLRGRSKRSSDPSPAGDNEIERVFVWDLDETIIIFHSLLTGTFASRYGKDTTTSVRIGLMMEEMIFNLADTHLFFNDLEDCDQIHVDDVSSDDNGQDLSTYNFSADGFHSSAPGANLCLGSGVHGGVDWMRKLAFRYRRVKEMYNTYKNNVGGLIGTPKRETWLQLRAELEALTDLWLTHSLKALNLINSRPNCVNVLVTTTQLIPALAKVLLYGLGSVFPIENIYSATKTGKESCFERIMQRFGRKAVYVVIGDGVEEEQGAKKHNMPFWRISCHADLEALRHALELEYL
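Eya2 protein (added as 0.2 uM solution) was preincubated with compound for 10 min at ambient temperature in 50 mM HEPES pH 7.5, 50 mM NaCl, 5 uM MgCl2, 0.05% BSA, 1 mM DTT. OMFP (added at 50 uM) then reacted 10 min; fluorescence read at 485/525 nm.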
uPA generation = inhibitors of cell surface uPA generation | cell surface uPA generation assay, qHTS | AID 540303 | 330,000 tested, 0.31% active | Potency, µM (series often up to 38.3 µM), without a hit: at the top dose activity change, negative = inhibition, usual class: inhibitors; active means well fitted inhibition curve with a large enough effect; inconclusive means small, poorly fitted or top-dose-only effect; inactive means no such curve, though single readings can be large or run the other way; tested in mouse RAW 264.7 cells; further: potency means the concentration at half of the fitted maximal effect; nearly all actives have a fitted effect of over 55% in size
hERG WT inh = inhibitors of human wildtype KCNH2 potassium channel; Q12809; U2OS, BacMam KCNH2, thallium flux FluxOr; stronger effect = lower value; activity change, % at 1.84 µM; 340,000 tested, 0.37% active; AID 720551;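 active means maximum activity change below -70%; inconclusive means maximum activity change between -70% and -50%; inactive means maximum activity change above -50%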
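U2OS cells were transduced with wild-type KCNH2 virus (2.03 x 10^8 / mL) for 4 h at room temperature, then cultured overnight at 37 C. Thallium flux was read with FluxOr dye. Rate constants were normalized to DMSO controls.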
USP2a block = inhibitors of human ubiquitin-specific protease USP2a; 330,000 tested, 0.01% active; Potency, µM (top dose mostly 38.3 µM), inactives show top-dose activity change, negative = inhibition, usual class: inhibitors; O75604; AID 463254; USP2 core, Ub-CHOP2 coupled fluorogenic reporter, 485/531;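 further: potency means the concentration at half of the fitted maximal effect; plate controls were DMSO wells for no effect and full inhibition by NEM control for full effect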
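USP2 core (10nM final) preincubated 30min RT with compound in 20mM Tris-HCl pH 8.0, 2mM CaCl2, 2mM beta-mercaptoethanol, 0.05% CHAPS; 25nM Ub-CHOP2 plus 25nM reporter substrate added, fluorescence (Ex485/Em531) read after 60min.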
Chronic BCR inh = chronic active BCR signaling inhibition; ABC-DLBCL IkBa-CBG/CBR reporter, luminescence ratio, 4 h; Potency, µM (doses to about 46.1 µM), inactives show top-dose ratio change, negative = lower green/red ratio, most hits filed as inhibitors; 340,000 tested, 0.05% active; AID 493014; active means well fitted inhibition curve with a large enough effect in the signal ratio, with a control signal flat, not every such curve was filed as active; inconclusive means small, poorly fitted or top-dose-only effect, or effect the other way, or a change in a side signal; the % refers to the signal ratio;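 further: potency means the concentration at half of the fitted maximal effect; plate controls were basal doxycycline-induced cells for no effect and cells given 10 µM MG132 for full effect; MG132 reads +100%, hits lower the ratio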
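Doxycycline induced both beetle luciferases in TMD8 lymphoma cells; IKK-driven degradation limits the IkappaBalpha-fused green signal, while red luminescence normalises for cell number and nonspecific effects. Compounds tested up to 46 uM, 4 hrs.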
Numbers without * were called inactive; u = inconclusive; x = no result given; [ ] = dose if it differs, or a comment. Unless noted, the call rests on the fitted dose curve; in most records, active means well fitted curve in the direction sought with a large enough effect; inconclusive means small, poorly fitted or top-dose-only effect, or another doubt; inactive means no such curve, though single readings can be large; an effect the other way counts as inactive or inconclusive. Unless noted, on the % scale 0 is the no-effect control and ±100 the full control effect. This is a random part of the collection; overall some 2.4% were active at least once.

Under each structure – Giardia killer	Coupling enz	KCNH2 3.1 inh	B2AR arrestin	GALK inhibitor	PKM2 act	Eya2 inh	uPA generation	hERG WT inh	USP2a block	Chronic BCR inh
COc1ccc(C(=O)N2CCN(Cc3ccccc3)CC2)cc1[N+](=O)[O-]
 : u	1	-4	-0.9%	-2%	2%[11.5 µM]	4%	12%	30	0%	-6%
O=C(CSc1nnc(SCc2ccc(Cl)cc2)s1)c1ccc2c(c1)OCO2
 : 16	-2	5	-0.5%	x	7%	6%	1%	2	3%	u
COc1ccccc1C(c1nnnn1C1CCCC1)N1CCN2CCCC2C1 (stereo not given)
 : 7	1	3	-0.2%	-4%	-4%	-5%	-6%	30	-1%	1%
O=C(Cn1cnc2sc3c(c2c1=O)CCCC3)NCC(=O)Nc1c(F)cc(F)cc1Br
 : -6	x	6	0.0%	-8%	x	-4%	4%	-10	1%	-1%
C=CCC1Cc2c(cccc2[N+](=O)[O-])C(CC=C)N1 (stereo not given)
 : 24	4	u	0.4%	0%	1%	1%	4%	7	2%	1%
COC(C(=O)N/N=C(\C)CC(=O)Nc1ccc(N(C)C)cc1)c1ccccc1 (stereo not given)
 : -9	1	1	0.3%	-1%	-20%	-4%	-3%	-12	4%	2%
O=C(CSc1nnc(CNC(=O)c2ccc(F)cc2)o1)NCc1ccccc1Cl
 : 20	6	-2	0.3%	2%	-1%	-2%	-4%	-2	-2%	0%
Cc1ccc(C(=O)N2CC(C)OC(C)C2)cc1[N+](=O)[O-] (stereo not given)
 : -6	5	-6	0.2%	6%	-4%	6%	-4%	-7	1%	-6%
Cc1ccc(C(=O)Nc2ccc(C(=O)O)cc2)cc1S(=O)(=O)Nc1cccc([N+](=O)[O-])c1
 : 18	5	-4	-1.1%	-1%	-2%	7%	3%	-6	-2%	-11%
Cc1cccc(SCc2noc(C(=O)NCC3CCCO3)c2C(=O)O)c1 (stereo not given)
 : 9	7	14	-2.0%	-8%	-1%	10%	11%	26	-1%	0%
CCC(C)N=C1SCC(C)(/C=N/O)S1 (stereo not given)
 : -8	-2	-21	0.1%	0%	-1%	0%	-4%	-7	2%	1%
CCOCCn1c(SCCc2ccccc2)nc2c1c(=O)[nH]c(=O)n2C
 : -5	3	-6	0.1%	1%	5%	-1%	-5%	1	2%	-4%
COc1ccccc1NC(=O)C(C(C)C)N1C(=O)c2ccccc2C1=O (stereo not given)
 : -6	-2	-9	0.1%	3%	0%	-20%	-5%	-10	-1%	-7%
c1cncc(-c2nn3cnnc3s2)c1
 : -18	-4	-7	-0.2%	-2%	1%	5%	-6%	1	1%	6%
Cc1ccc(-n2nnnc2SCC(=O)Nc2ccccc2N2CCCCC2)cc1C
 : 14	0	-3	-0.7%	5%	-21%	7%	2%	-1	-1%	-3%
Cc1c(C(=O)NN)[nH]c2ccc([N+](=O)[O-])cc12
 : 8	-3	10	-0.2%	x	-2%	3%	-2%	-10	4%	u
CC1=CC2=NC(=O)CC(C)(C(=O)N(CC(=O)NC(C)(C)C)Cc3ccccc3)N2C=C1 (stereo not given)
 : 7	1	12	-0.9%	10%	0%	14%	-2%	0	1%	u
CCC(=O)N1CCN=C1SCc1ccc(Cl)cc1
 : 19	0	6	0.1%	2%	4%	1%	-5%	-9	-1%	-1%
CN(C(=O)c1cc2c(s1)-c1ccccc1S(=O)(=O)C2)c1ccccc1F
 : -22	1	2	-0.7%	x	3%	2%	3%	3	0%	3%
CC(NC(=O)c1cc(-c2ccc3c(c2)OCO3)nc2ccccc12)C(C)(C)C (stereo not given)
 : 0	2	2	-0.9%	-1%	-1%	17%	8%	3	-1%	-10%
COc1ccc(CCNS(=O)(=O)c2c(C)nc3scc(C)n3c2=O)cc1OC
 : -9	-1	10	0.2%	-2%	-3%	0%	-5%	1	2%	u
CCc1ccccc1NC(=S)N=Nc1c(O)n(C)c2ccc(S(=O)(=O)N3CCOCC3)cc12
 : -9	-6	-7	u	x	-7%	9%	-9%	6	-5%	18µM*
COc1ccc(C(=O)COC(=O)/C=C/c2ccccc2)cc1
 : -6	-1	-19	-0.8%	-1%	-2%	4%	3%	10	-10%	u
O=C(N/N=C/C1CC=CCC1)c1cc(Br)ccc1O (stereo not given)
 : 7	2	-4	-0.6%	x	-7%	2%	3%	1	1%	u
O=C(CSc1nc2ccc([N+](=O)[O-])cc2[nH]1)NC1CCCC1
 : -14	-1	8	-0.5%	0%	4%	-3%	3%	0	4%	16%
O=C1OC(c2ccccc2)/C(=C(/O)c2ccccc2)C1=O (stereo not given)
 : -13	15	11	0.0%	-5%	-5%	-3%	7%	6	1%	-1%
O=C(CSc1nnc(-c2ccccc2Cl)o1)N1CCCC1
 : -4	1	12	-0.3%	0%	-8%	9%	-2%	-4	-2%	-1%
OC(c1ccccc1)(C1CCCCC1)C(CN1CCOCC1)c1ccccc1 (stereo not given)
 : -7	1	-3	0.6%	-2%	x	-9%	4%	-4	-1%	8%
O=C(CC1(O)C(=O)Nc2ccc(Br)cc21)c1ccc2c(c1)OCO2 (stereo not given)
 : 7	0	-12	0.3%	4%	12%	7%	3%	5	0%	-6%
CN(C)S(=O)(=O)N1CCCC(C(=O)c2ccc(C(F)(F)F)cc2)C1 (stereo not given)
 : -21	2	-12	-0.5%	5%	4%	-6%	x	9	3%	-20%
Cc1cccc(/C=N\Nc2cn[nH]c(=O)c2Cl)c1
 : 2	4	1	-0.6%	1%	-5%	-6%	u	-2	2%	u
O=C(CSc1nc(-c2ccc(F)cc2)cs1)Nc1ccccn1
 : -4	4	-11	-0.5%	1%	1%	1%	-1%	5	2%	6%
O=C(NC1CCS(=O)(=O)C1)C12CC3CC(CC(C3)C1)C2 (stereo not given)
 : 9	0	0	-0.2%	0%	-3%	5%	-8%	-6	-6%	-10%
O=C(Nc1ccccc1)c1ccccc1NC(=O)[C@H]1CCCC[C@H]1C(=O)O
 : -26	2	5	-0.3%	-3%	3%	1%	3%	-4	3%	0%
O=C(Nc1cccnc1Cl)C1=NN(c2ccccc2)C(=O)CC1
 : 9	-1	-11	-0.6%	3%	x	1%	3%	9	2%	u
CC(OC(=O)Cc1c[nH]c2ccccc12)C(=O)NC1(C#N)CCCCC1 (stereo not given)
 : 17	x	18	0.4%	-6%	-10%	4%	2%	6	2%	0%
Cc1c(Cl)cccc1NC(=O)CSc1nnc(C)n1CC1CCCO1 (stereo not given)
 : -12	0	28	-0.3%	6%	x	-6%	0%	1	1%	4%
Cc1ccc2c(c1)N(CCC(=O)NCc1cccnc1)C(=O)CO2
 : 4	2	-2	4.4%	-4%	-2%	-5%	-1%	-7	2%	-2%
O=C1C=C(N2CCOCC2)C2(CCCCC2)O1
 : 8	-5	-8	0.2%	-2%	-2%	-9%	-1%	-6	-1%	u
O=C(Nc1ccc(CN2CCOCC2)cc1)c1cc(Cl)ccc1Cl
 : 4	-1	10	-1.1%	0%	0%	12%	8%	1	-2%	-8%
COCc1nnc(NC(=O)c2ccc(S(=O)(=O)N3CCCC3)cc2)o1
 : 3	3	10	-0.8%	-4%	-5%	11%	9%	8	2%	1%
COc1ccc(NC(=O)c2ccccc2NS(=O)(=O)c2ccc(CNC(C)=O)cc2)c(OC)c1
 : -4	5	-2	0.1%	-2%	x	19%	-6%	0	5%	-28%
COc1ccccc1NC(=O)NC1(C(=O)N2CCOCC2)CCCCC1
 : -16	0	-6	0.7%	-2%	-1%	-15%	3%	8	5%	-11%
COc1ccc(-c2csc3nc(-c4ccccc4F)oc(=O)c23)cc1
 : 7	0	1	5.0%	3%	-5%	-26%	-5%	-5	2%	6%
O=CN1CCN(C(=O)c2ccc(-c3nc4ccccc4s3)s2)CC1
 : -9	2	14	-0.7%	-2%	6%	-4%	u	x	0%	0%
Cc1cc(C)nc(NS(=O)(=O)c2ccc(NC(=O)C3COc4ccccc4O3)cc2)n1 (stereo not given)
 : 3	12	-3	0.2%	-2%	20%	4%	-7%	-2	3%	-15%
Cc1cccc(NC(=O)N2CCN(Cc3ccccc3)CC2)c1
 : -1	0	13	-0.5%	-2%	1%	6%	x	-3	0%	-20%
Cc1ccc(N(CC(=O)N2CCCC2)S(C)(=O)=O)cc1C
 : -20	-4	9	5.7%	-6%	1%[11.5 µM]	15%	-1%	1	-1%	1%
COC(=O)c1ccc(NC(=O)CSc2nc(=O)n3cccc(C)c3n2)cc1
 : 2	x	15	-0.5%	x	x	-5%	-3%	-3	-1%	-9%
